procasp3 activ – procaspase-3 (human) activation | P42574 | recombinant procaspase-3 D3A, Ac-DEVD-pNA absorbance 405 nm | activation, % at 8.5 µM | 0.11% of 330,000 active;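 active means activation above the mean of all tested compounds plus 3 SD, cut at about 21% in these data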;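 further: 0% = DMSO alone and 100% = DMSO wells spiked with extra 5 µM PC-3 D3A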
Target sequence (P42574 whole entry D9A/D28A/D175A): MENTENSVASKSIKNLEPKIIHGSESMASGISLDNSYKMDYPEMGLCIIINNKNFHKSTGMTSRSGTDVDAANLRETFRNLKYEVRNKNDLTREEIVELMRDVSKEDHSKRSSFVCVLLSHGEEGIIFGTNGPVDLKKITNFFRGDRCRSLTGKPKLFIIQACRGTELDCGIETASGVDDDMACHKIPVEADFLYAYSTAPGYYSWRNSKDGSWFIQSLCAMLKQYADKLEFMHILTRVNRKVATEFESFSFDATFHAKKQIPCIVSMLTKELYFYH
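Assay system: Autoprocessing-dead procaspase-3 D3A mutant enzyme; also added: Ac-DEVD-pNA; doses: one concentration, 8.5 µM nominal, 0.8% DMSO; times: 1 h compound preincubation, 2 h substrate hydrolysis at 25 °C; technique: 405 nm absorbance of p-nitroaniline, reads at 0 and 120 min; measure: % activation between DMSO and enzyme-spiked controls; repeats: single replicate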
LAP4-GFP MLPCN – alters LAP4-GFP fluorescence in TOR pathway yeast screen; S. cerevisiae LAP4-GFP multiplex, flow cytometry GFP, 3 h; median GFP as percent of DMSO wells; GFP response vs DMSO, % at 10 µM; 0.34% of 320,000 active; AID 2023;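 active means GFP response vs DMSO above a set limit, about the screen mean plus 3 SD, cut at about 150% in these data; inconclusive means under 70 cell events counted for the yeast strain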
proCasp7 act – counter-screen for procaspase-3 activators: activators of human procaspase-7 | recombinant procaspase-7, Ac-DEVD-pNA absorbance 405 nm; D23A/D198A/D206A triple mutant, cannot self-cleave; scale: DMSO 0, 5 µM enzyme 100 | activation, % at 8.5 µM | 0.093% of 330,000 active | AID 463210 | P55210;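 active means percent activation above the screen-wide mean plus 3 SD, cut at about 25% in these data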
Target sequence (P55210 whole entry D23A/D198A/D206A): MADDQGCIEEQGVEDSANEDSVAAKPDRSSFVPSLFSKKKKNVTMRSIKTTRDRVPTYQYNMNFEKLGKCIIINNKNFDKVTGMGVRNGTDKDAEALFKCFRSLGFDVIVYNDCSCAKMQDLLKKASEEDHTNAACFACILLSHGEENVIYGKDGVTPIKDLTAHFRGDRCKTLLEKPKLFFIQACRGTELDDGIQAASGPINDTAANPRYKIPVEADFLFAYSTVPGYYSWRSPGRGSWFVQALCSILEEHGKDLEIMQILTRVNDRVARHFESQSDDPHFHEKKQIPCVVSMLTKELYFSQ
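signal = Epi-absorbance of released pNA at 405 nm, two timepoints | assay system = Uncleavable procaspase-7 mutant enzyme | reagent = Ac-DEVD-pNA substrate, 400 µM as added | times = 1 h enzyme–compound preincubation and 2 h substrate reaction, both 25 °C | benchmarks = low DMSO alone, high DMSO plus 5 µM PC-7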
CIT2-GFP yeast – alters CIT2-GFP fluorescence in TOR pathway yeast screen; S. cerevisiae CIT2-GFP strain, flow cytometry, 3 h; 100 means same as DMSO wells; GFP response vs DMSO, % at 10 µM; 0.065% of 320,000 active;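 active means GFP response relative to DMSO above a set limit, near the screen mean plus 3 SD, cut at about 150% in these data; inconclusive means Fewer than 70 cells measured for a yeast strain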;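 further: ratio of well median GFP fluorescence to mean of DMSO wells on the plate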
AGP1-GFP MLPCN – modulators of TOR pathway AGP1-GFP in S. cerevisiae; S. cerevisiae AGP1-GFP multiplex flow cytometry, 3 h; GFP as percent of DMSO wells; GFP response vs DMSO, % at 10 µM; 0.02% of 320,000 active; AID 2066;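 active means GFP response relative to DMSO above a set limit, near screen average plus 3 SD, cut at about 150% in these data; inconclusive means fewer than 70 cells counted for the yeast strain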;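 further: median GFP channel fluorescence of the gated AGP1 strain per well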
AHR activator – activators of human aryl hydrocarbon receptor | activation, % at 5 µM | AHR-responsive luciferase reporter cells, luminescence | P35869 | 2.5% of 320,000 active; in the data active means activation above about 47%;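 further: 0% = vehicle wells and 100% = reference agonist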
MEP2 TOR yeast – yeast TOR pathway MEP2-GFP modulation | 0.51% of 330,000 active | AID 2016 | GFP response vs DMSO, % at 10 µM | S. cerevisiae MEP2-GFP strain, flow cytometry GFP, 3 h; 100% = DMSO control level;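 active means GFP response versus DMSO above a set limit, roughly screen mean plus 3 SD, cut at about 180% in these data; inconclusive means fewer than 70 cells counted for a yeast strain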;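 further: median GFP fluorescence of the barcode-gated MEP2-GFP cells per well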
RPL19A-GFP yeast – yeast TOR pathway RPL19A-GFP modulation | S. cerevisiae RPL19A-GFP strain, flow cytometry, 3 h; hits give low values | percent response vs DMSO, % at 10 µM | 0.3% of 330,000 active | AID 2025;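 active means percent response vs DMSO below 50%; inconclusive means fewer than 70 events counted for the yeast strain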;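 further: median channel GFP fluorescence of the barcoded RPL19A-GFP strain; ratio of sample median GFP to plate DMSO average so 100% = DMSO; lower means less RPL19A-GFP as with rapamycin TOR inhibition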
Starred values were filed as active, the others as inactive; ? = inconclusive; nt = not tested or not shown; [ ] = remark or other dose.

Screens in order: procasp3 activ	LAP4-GFP MLPCN	proCasp7 act	CIT2-GFP yeast	AGP1-GFP MLPCN	AHR activator	MEP2 TOR yeast	RPL19A-GFP yeast
(1) O=C(NNc1c(Cl)cc(Cl)cc1Cl)c1n[nH]c(=O)c2ccccc12
  4	91	3	99	99	7	97	95
(2) O=C1CSC(c2ccccn2)N1c1ccccc1F (configuration not stated)
  4	102	-4	94	100	-1	91	93
(3) COc1ccc(NS(=O)(=O)c2cc(NC(=O)/C=C/c3cccs3)ccc2N2CCOCC2)cc1
  10	107	1	109	110	37	113	107
(4) CCCCNC(=O)COC(=O)c1cc2c(C)nn(-c3ccccc3)c2s1
  9	92	1	102	96	0	95	93
(5) Cc1cccc(NC(=O)NNC(=O)c2ccc(C)c([N+](=O)[O-])c2)c1
  7	96	5	99	107	-1	104	104
(6) COc1ccc(NC2=Nc3ccccc3N3C2=Nc2c(c(C)nn2-c2ccc(C)cc2)C3c2cccnc2)cc1 (configuration not stated)
  0	104	-13	87	84	2	105	100
(7) COc1ccc(C)cc1NC(=O)CSc1nc(SC)ns1
  -8	101	-7	106	27	35	172	64
(8) Cn1c(NCCO)nc2c1c(=O)n(Cc1cccc(Cl)c1)c(=O)n2C
  5	108	9	99	108	23	100	101
(9) CC(=O)Nc1nc(-c2ccc([N+](=O)[O-])cc2)cs1
  4	99	2	102	102	-5	105	101
(10) CCn1c(SCC(=O)N(C)C)nc2cc(S(=O)(=O)N3CCOCC3)ccc21
  -16	93	8	105	106	1	92	100

Overlap with the part before: six entries; new compounds follow.
Screens in order: procasp3 activ	LAP4-GFP MLPCN	proCasp7 act	CIT2-GFP yeast	AGP1-GFP MLPCN	AHR activator	MEP2 TOR yeast	RPL19A-GFP yeast
(5) Cc1cccc(NC(=O)NNC(=O)c2ccc(C)c([N+](=O)[O-])c2)c1
  7	96	5	99	107	-1	104	104
(6) COc1ccc(NC2=Nc3ccccc3N3C2=Nc2c(c(C)nn2-c2ccc(C)cc2)C3c2cccnc2)cc1 (configuration not stated)
  0	104	-13	87	84	2	105	100
(7) COc1ccc(C)cc1NC(=O)CSc1nc(SC)ns1
  -8	101	-7	106	27	35	172	64
(8) Cn1c(NCCO)nc2c1c(=O)n(Cc1cccc(Cl)c1)c(=O)n2C
  5	108	9	99	108	23	100	101
(9) CC(=O)Nc1nc(-c2ccc([N+](=O)[O-])cc2)cs1
  4	99	2	102	102	-5	105	101
(10) CCn1c(SCC(=O)N(C)C)nc2cc(S(=O)(=O)N3CCOCC3)ccc21
  -16	93	8	105	106	1	92	100
(11) COc1cccc(NC(=O)Cn2cc(C(=O)C3CC3)c3ccccc32)c1
  -6	96	5	99	110	4	100	100
(12) COCCCn1c(=S)[nH]c2ccc(N3CCOCC3)cc2c1=O
  -4	99	-8	101	110	17	103	108
(13) Cn1nc(C(=O)N2CCN(c3ccc(Cl)cc3)CC2)c2c1-c1ccccc1S(=O)(=O)C2
  -3	102	-10	97	98	1	102	100
(14) O=C(CCc1ccc(O)c(O)c1)NNC(=S)Nc1ccc(Br)cc1Cl
  -17	110	-22	112	111	3	106	98
(15) Cc1cc(=O)oc2cc(OCC(O)CN3CCN(c4ccc(F)cc4)CC3)ccc12 (configuration not stated)
  7	96	-9	100	98	1	99	94
(16) COc1ccc(NC(=O)CN(C)S(=O)(=O)c2ccc(Cl)cc2)cc1Cl
  6	109	6	104	104	-2	105	100
(17) N/C(COc1ccc(Cl)cc1Cl)=N\O
  4	144	-2	94	97	-1	98	97
(18) COc1cccc(CNC(=O)COc2cccc(-n3cnnn3)c2)c1
  -11	109	9	96	103	3	97	95
(19) Cc1nc(CCNC(=O)COc2ccccc2)cs1
  6	95	2	87	92	14	95	91
(20) Cc1ccc(C)c(NC(=S)NCCc2ccc(S(N)(=O)=O)cc2)c1
  5	99	-1	96	102	1	103	101

Compounds listed so far that have fluorine (2):
Screens in order: procasp3 activ	LAP4-GFP MLPCN	proCasp7 act	CIT2-GFP yeast	AGP1-GFP MLPCN	AHR activator	MEP2 TOR yeast	RPL19A-GFP yeast
(2) O=C1CSC(c2ccccn2)N1c1ccccc1F (configuration not stated)
  4	102	-4	94	100	-1	91	93
(15) Cc1cc(=O)oc2cc(OCC(O)CN3CCN(c4ccc(F)cc4)CC3)ccc12 (configuration not stated)
  7	96	-9	100	98	1	99	94

Further structures follow.
Screens in order: procasp3 activ	LAP4-GFP MLPCN	proCasp7 act	CIT2-GFP yeast	AGP1-GFP MLPCN	AHR activator	MEP2 TOR yeast	RPL19A-GFP yeast
(21) CCOn1c(=O)c(C)[n+]([O-])c2ccccc21
  -1	100	-1	96	100	7	100	100
(22) O=C(COC(=O)c1c[nH]c2ccccc12)Nc1ccc([N+](=O)[O-])cc1
  -1	100	-3	98	99	22	96	95
(23) Cc1cc2ncn(CS(C)(=O)=O)c2cc1C
  -1	100	4	105	105	0	99	94
(24) CN1C(C(=O)NCCc2cccs2)CC2Cn3c(nc4cc(Cl)c(Cl)cc43)C21 (configuration not stated)
  -4	106	-4	108	109	0	106	105
(25) O=C(NNS(=O)(=O)c1ccc(F)cc1)c1ccc(O)cc1
  -11	83	5	99	98	-1	96	100
(26) COCCn1nnnc1C(c1ccc2ncccc2c1)N1CCN(c2ccccc2F)CC1 (configuration not stated)
  2	98	-2	103	104	-1	101	98
(27) C[C@@H]1CCC[C@@]2(O[C@@H](CCO)C[C@@H](O)[C@@H]2O)O1
  8	127	13	102	92	3	98	101
(28) C[C@@H](CSc1ccc(Br)cc1)CN1CC[C@H](NC(=O)OCc2ccccc2)CCC1=O
  -8	80	2	80	82	3	88	93
(29) O=[N+]([O-])c1cccc(/C=C/c2nc(C=Nc3ccccc3)c(O)o2)c1
  -8	92	2	nt	97	0	95	100
(30) O=C(Cn1cccc1C(=O)c1ccccc1)NCc1cccc(Cl)c1
  9	89	-2	106	106	2	105	108
(31) CC1CCN(CC(=O)Nc2ccc(S(=O)(=O)N3CCCCC3)cc2)CC1
  7	101	0	94	98	1	110	99
(32) COCCNCCCCSc1ccc(Cl)cc1
  4	92	4	102	100	0	100	103
(33) COc1ccc(C(=O)N(CC2CCCO2)C(C(=O)NC2CCCC2)c2ccc(C)cc2)cc1OC (configuration not stated)
  3	110	11	106	105	-2	105	107
(34) CCN1C(=O)/C(=C2/C(=O)N3c4c(cc(OC(C)=O)cc42)C(C)=CC3(C)C)SC1=S
  -10	98	1	108	105	3	108	104
(35) CCOc1ccc(CO/N=C/c2c(C)[nH]c(=O)[nH]c2=O)cc1
  9	115	8	89	95	3	92	96
(36) O=C(O)COn1c(-c2ccc(Cl)cc2)nc2ccc(Cl)cc21
  2	96	1	95	96	67*	108	102
(37) Cc1nnc(NCc2cccc(Cl)c2)c2ccccc12
  1	97	6	103	104	11	102	98
(38) COc1ccc(C2NC(c3ccc(OC)cc3)C(c3ccccc3)C(=O)C2c2ccccc2)cc1 (configuration not stated)
  -6	99	-5	107	97	2	104	102
(39) N/C(=N\OC(=O)c1ccc(Cl)cc1Cl)c1ccccn1
  8	135	9	111	78	7	111	100
(40) O=C(NC1CCCCCC1)c1ccc(CS(=O)(=O)Cc2ccccc2F)o1
  2	95	6	98	95	0	101	93
(41) O=C1c2ccccc2C(=O)C1c1ccc(Br)cc1
  1	115	-8	90	93	9	108	105
(42) Cc1cc(C)cc(NC(=O)N2CCC(NC(=O)c3ccco3)CC2)c1
  5	93	10	97	105	0	100	105
(43) Cc1ccccc1NC(=O)Cc1nc(COC(=O)c2cc([N+](=O)[O-])ccc2NCCO)cs1
  0	106	-2	95	100	-2	105	93
(44) CCOc1ccc(-n2nc3c(=O)[nH]nc(C)c3c2C)cc1
  4	94	2	108	102	-9	108	101
(45) Cc1nn(Cc2ccc(F)cc2)c(C)c1NC(=O)c1cnn2c1NC(c1ccccc1)CC2C(F)(F)F (configuration not stated)
  -6	97	-7	101	98	-1	100	nt
(46) N#CC1=C(N)NC(SCc2ccc(Cl)cc2)=C(C#N)C12CCCCC2
  4	113	4	109	115	11	117	113
(47) O=Cc1ccc2cccnc2n1
  -7	94	3	90	93	13	90	94
(48) O=c1c2ccccc2oc2cc(OCc3ccc(F)cc3)cc(O)c12
  nt	106	nt	94	100	nt	108	104
(49) CC(NC(=O)c1ccc(Br)s1)c1ccncc1 (configuration not stated)
  -2	106	2	98	105	1	106	98
(50) COc1cccc(NC(=O)CN(C)C(=O)c2c(C)noc2C)c1
  6	104	4	103	109	0	112	102
(51) CCC(=O)Nc1cccc(-c2nc3ccccc3o2)c1
  0	106	-4	84	80	5	77	92
(52) CC(C)(CO)CNC(=O)CCc1nnc(-c2ccc(-c3ccccc3)cc2)o1
  3	88	-7	97	96	-10	104	103
(53) COc1ccc(NC(=O)COC(=O)CN2C(=O)C3CCCCC3C2=O)cc1OC (configuration not stated)
  -4	98	7	94	101	0	105	97
(54) Cc1nc2c(C(=O)NCc3ccccc3)c[nH]n2c(=O)c1Cl
  2	104[may fluoresce violet]	13	?	25[may fluoresce violet]	0	140[may fluoresce violet]	72[may fluoresce violet]
(55) COc1ccc(/C=N/NC(=O)c2cc(-c3ccccc3)nc3ccccc23)c(OC)c1
  21	92	-3	104	96	25	106	105
(56) COc1ccc(CSc2cccc3cccnc23)cc1[N+](=O)[O-]
  -8	106	-4	88	93	13	101	100
(57) CC(C)(C)NC(=S)N/N=C/c1c(Cl)cccc1Cl
  -4	107	5	98	105	103*	105	99

Assay outcomes from PubChem.
